Bioassay records as filed in PubChem.
HTT cytoprotect: protects HTT-Q103 PC12 cells, measured by ATP. PC12 HTT-Q103 induced, cytoprotection, ATP luminescence, 40 h. Potency, µM (titrated, usually from 56.4 µM), without a hit: cytoprotection (ATP increase), actives largely listed as activators. 230,000 compounds, 0.14% hits. AID 1471;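 note: % of control where 0% means no effect; nearly all actives have a fitted effect of over 45% in size; toxic huntingtin expression switched on by the ecdysone agonist tebufenozide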
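Rat PC12, Q103 Htt exon1-GFP fusion, ecdysone promoter; tebufenozide inducer 100 nM final; compound titration; qHTS, 1500 cells/well; ATPlite luminescent read.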
GAA glycogen: GAA glycogen-cleavage inhibition or activation | Potency, µM (highest dose often 76.4 µM), for the others: top-dose activity change, negative = inhibition, usual class: inhibitors | recombinant GAA, glycogen substrate, Amplex Red glucose oxidase fluorescence | P10253 | 300,000 compounds, 0.38% hits | AID 2100;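 note: 0% = full enzyme reaction and -100% = no-enzyme basal signal; the screen sought inhibitors and activators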
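Recombinant human alpha-glucosidase (4 nM final) hydrolysed bovine liver glycogen (30 ug) for 40 min at 37 C in pH 5.0 citrate/phosphate with 0.01% Tween-20. Released glucose detected by glucose oxidase/Amplex Red, Ex 573/Em 610 nm. Compounds up to 77 uM; AC50 from Hill fits.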
Tau fibril FP: tau fibrillization inhibition (FP); P10636; K18 P301L tau heparin fibrillization, Alexa594 FP, 6 h; Potency, µM (top dose mostly 57.7 µM), inactives show top-dose activity, negative = inhibition, usual class: inhibitors; 280,000 compounds, 0.39% hits; note: % is set by controls: 0 for no effect and ±100 for the full control effect; nearly all actives have a fitted effect of over 55% in size
Target sequence (P10636 561-689 P618L limits assumed): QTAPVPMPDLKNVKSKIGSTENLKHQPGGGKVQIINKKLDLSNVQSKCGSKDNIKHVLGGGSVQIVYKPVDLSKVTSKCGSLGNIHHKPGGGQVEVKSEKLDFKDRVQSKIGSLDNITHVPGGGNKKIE
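Quantitative HTS format: compounds meet 15 uM recombinant K18 P301L tau and Alexa 594-tau tracer in 100 mM sodium acetate pH 7; 20 uM heparin triggers fibrillization at 37 C over 6 hr; FP gives the signal.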
Tau ThT inhib: blocks human tau fibril formation measured by thioflavin T; P10636; 270,000 compounds, 2.1% hits; AID 1460; Potency, µM (series often up to 57.4 µM), inactives show at the highest dose activity, negative = inhibition, hits mostly inhibitors; recombinant tau K18 P301L, heparin-induced fibrillization, ThT fluorescence; note: % is set by controls: 0 for no effect and ±100 for the full control effect; nearly all actives have a fitted effect of over 55% in size
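Tau K18 P301L fragment (15 uM unlabeled plus 0.24 uM Alexa 594-labeled) in 100 mM sodium acetate pH 7 with compound, fibrillization induced by 20 uM heparin for 6 hr at 37 C. Thioflavin T (30 uM) added, fluorescence read after 1 hr (ex 450, em 510 nm).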
GAA inhib: blocks human lysosomal alpha-glucosidase | purified human GAA, 4-MU-alpha-glucoside fluorescence | P10253 | Potency, µM (highest dose often 76.9 µM), for the others: at the highest dose activity change, negative = inhibition, usual class: inhibitors | AID 1466 | 200,000 compounds, 0.005% hits;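 note: plate controls were uninhibited enzyme wells for no effect and no-enzyme background for full effect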
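Human alpha-glucosidase, 4 nM, pre-mixed with test compounds before 400 uM 4-methylumbelliferyl substrate; 20 min room temperature at pH 5.0. Fluorescence read after pH 10 stop; AC50 values from Hill-equation fits.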
aGlu spleen mod: inhibits or activates alpha-glucosidase in human spleen homogenate | P10253 | human spleen homogenate, 4-MU-alpha-glucoside fluorescence | Potency, µM (top dose mostly 79.9 µM), for inactives: top-dose activity change, negative = inhibition, most hits filed as inhibitors | 240,000 compounds, 0.006% hits | AID 2112;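 note: 0% = enzyme with vehicle and -100% = no enzyme basal signal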
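AC50 values come from Hill-equation fits of concentration-response data, normalized to no-enzyme and full-activity controls. Enzyme source: 1 ug human spleen homogenate; 1 mM fluorogenic 4-MU glucoside, pH 5.0 citrate buffer, 37 C, 40 min.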
Tau fluor cs: counter-screen for tau fibril formation inhibitors | 280,000 compounds, 0.93% hits | tau K18 P301L Alexa594 fluorescence, heparin fibrillization | Potency, µM (top dose mostly 57.7 µM), inactives show top-dose activity change, negative = decrease; note: % is set by controls: 0 for no effect and ±100 for the full control effect; nearly all actives have a fitted effect of over 55% in size
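Human tau K18 P301L (15 uM unlabeled, 0.24 uM Alexa 594-labeled) in 100 mM sodium acetate pH 7 with 20 uM heparin, 6 hr at 37 C. ThT 30 uM added, 1 hr ambient; Alexa 594 FP and total fluorescence read at 555/632 nm.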
aGal spleen mod: inhibits or activates alpha-galactosidase in human spleen homogenate | P06280 | human spleen homogenate, 4MU-alpha-Gal fluorescence, 40 min | Potency, µM (highest dose often 80 µM), inactives show top-dose activity change, negative = inhibition, actives largely listed as inhibitors | 240,000 compounds, 0.008% hits | AID 2107;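 note: 0% = enzyme with vehicle and -100% = no enzyme basal signal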
Target sequence (P06280 32-429 limits assumed): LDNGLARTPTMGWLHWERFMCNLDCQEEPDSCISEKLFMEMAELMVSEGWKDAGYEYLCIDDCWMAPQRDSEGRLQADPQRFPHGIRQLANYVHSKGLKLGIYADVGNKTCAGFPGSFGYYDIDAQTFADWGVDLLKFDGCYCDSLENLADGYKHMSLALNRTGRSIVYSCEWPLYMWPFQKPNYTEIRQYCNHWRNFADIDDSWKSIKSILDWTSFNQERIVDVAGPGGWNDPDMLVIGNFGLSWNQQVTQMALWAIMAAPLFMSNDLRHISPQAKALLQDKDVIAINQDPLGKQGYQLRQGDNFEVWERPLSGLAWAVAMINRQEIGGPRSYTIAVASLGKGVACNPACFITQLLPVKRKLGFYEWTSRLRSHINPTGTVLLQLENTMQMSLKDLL
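Inhibition or activation of alpha-galactosidase in human spleen homogenate is scored by 4-MU fluorescence after 40 min at 37C, pH 5.0, with 1 mM substrate. AC50s come from concentration-response fitted to the Hill equation.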
An asterisk follows results filed as active; u = inconclusive; x = no result given; & = joins results of further samples; [ ] = another dose, or the depositor's remark. Calls come from the whole dose curve; as a rule, active = well fitted curve in the direction sought with a large enough effect; inconclusive = small, poorly fitted or top-dose-only effect, or another doubt; inactive = no such curve, though single readings can be large; an effect the other way counts as inactive or inconclusive. Potency is the fitted concentration of half-maximal effect.

SMILES	HTT cytoprotect	GAA glycogen	Tau fibril FP	Tau ThT inhib	GAA inhib	aGlu spleen mod	Tau fluor cs	aGal spleen mod
O=C(Nc1cccn(Cc2c(Cl)cccc2Cl)c1=O)c1ccccc1Cl	-36%	3%	2%	-6%	-1%	-3%	-18%	2%
COc1ccc(Cl)cc1NC(=O)CCNC(=O)OCc1ccccc1	-16%	-4%	-10%	5%	u	-2%	0%	-5%
Cc1c(C(O)CN2CCN(Cc3ccc4c(c3)OCO4)CC2)c2ccccc2n1C (configuration not stated)	-37%	u	-13%	u	-6%	-20%	u	1%
O=C(Cc1ccc2c(c1)CCCC2)Nc1ccc2ccccc2c1	x	4%	-13%	u	-7%	-8%	u	-12%
Cc1ccc(-c2nnc(SCC(=O)NC(=O)Nc3ccc(C)cc3C)n2N)cc1	-4%[10 µM]	15%	-6%	u	-4%	0%	-5%	3%
CCCNC(=O)C1CCN(c2nc(C)cc(C)n2)CC1	-7%	5%	3%	-11%	4%	-7%	-6%	-6%
Cc1ccc(-c2nn(-c3ccccc3)cc2C(=O)N2CCN(c3ccccn3)CC2)cc1	-14%	-10%	0%	-16%	-9%	-2%	-17%	-2%
O=C1C2C(C(=O)N1/N=C/c1cc([N+](=O)[O-])ccc1O)C1C=CC2C12CC2 (configuration not stated)	21%	4%	-5%	-9%	3%	-3%	1%	-1%
Cc1ccc(N(CC(=O)Nc2ccc(Br)c(C)c2)S(=O)(=O)c2cccs2)cc1	x	15%[76.3 µM]	u	4%	x	x	u	x
O=C(Cn1cc2c(n1)CCCCC2)NCc1cccs1	-3%	-10%	-6%	-7%	x	-2%	-10%	5%
COc1ccccc1N=Nc1nc(-c2ccccc2)c(-c2ccccc2)[nH]1	18%[1.9 µM]	-11%	3%	3.5µM*	-3%	-9%	u	-1%
COc1cc(Cl)c(C)cc1NC(=O)CSc1cc(Cl)ccc1Cl	21%[10 µM]	10%	7%	u	1%	-9%	-23%	-7%
COc1cc(C(O)P(=O)(OCC(C)C)OCC(C)C)cc(OC)c1OC (configuration not stated)	-14%	2%	2%	-4%	11%	1%	-2%	-14%
Cc1oc(-c2ccccc2F)nc1CN1CCC(C(=O)NC2CCCCCCC2)CC1	4%	3%	-5%	-9%	9%	-5%	-6%	-4%
CCOC(=O)c1ccc(NC(=O)CC2NCCNC2=O)cc1 (configuration not stated)	1%	-4%[76.3 µM]	-14%&-3%	-4%&-12%	5%	-8%	-11%&0%	-2%
Cc1nnc(C)n1/N=C/c1ccc(C(=O)O)cc1	-2%	-14%	-1%	-1%	-3%	16%	9%	u
Cc1ccn(S(=O)(=O)c2ccc(C(C)(C)C)cc2)n1	-7%	-4%	-4%	-3%	-5%	-7%	-7%	-2%
CCOC(=O)c1nnsc1NC(C)=O	32%[10 µM]	0%	-7%	-11%	1%	7%	-4%	6%
O=C(Nc1ccccc1)c1ccc(-c2ccccc2C(F)(F)F)o1	x	-2%	-8%	-17%	u	2%	-30%	3%
COc1ccc(CC(=O)Nc2ccc(S(=O)(=O)N(C)C)cc2)cc1OC	-13%	2%	-5%	-2%	-2%	-8%	-3%	-5%
COCCCNC(=O)c1cc2c(=O)n(C)c3ccccc3c2n1C	-34%	-1%	2%	-10%	-1%	5%	-4%	6%
CCOCCCNC(=O)C1c2ccccc2C(=O)N2CCc3ccccc3C12 (configuration not stated)	-13%	-14%	-1%	-12%	-3%	-1%	-9%	-2%
O=C1[C@H]2CCn3c(=O)n(-c4ccccc4)c(=O)n3[C@H]2[C@H](O)[C@H]2O[C@@H]12	9%[10 µM]	x	-1%[11.6 µM]	-13%[11.5 µM]	x	3%[17.4 µM]	-10%[11.6 µM]	9%[17.5 µM]
COc1ccc(N2CCN(Cc3nc4c(c(=O)n(C)c(=O)n4C)n3Cc3cccc(C)c3)CC2)cc1	2%[10 µM]	6%	5%	5%	4%	-3%	6%	1%
COc1cc2c(C(=O)N3CCOCC3)c(CSc3ccccc3)n(C)c2cc1Br	14%	2%	5%	-1%	3%	-13%	-6%	1%

Taken from above:
For aGlu spleen mod, Cc1ccn(S(=O)(=O)c2ccc(C(C)(C)C)cc2)n1 has -7%
For Tau fluor cs, O=C1[C@H]2CCn3c(=O)n(-c4ccccc4)c(=O)n3[C@H]2[C@H](O)[C@H]2O[C@@H]12 has -10%[11.6 µM]

(listing goes on)
SMILES	HTT cytoprotect	GAA glycogen	Tau fibril FP	Tau ThT inhib	GAA inhib	aGlu spleen mod	Tau fluor cs	aGal spleen mod
CCC(=O)Nc1ccc(NC(=O)Cc2ccccc2)cn1	-1%	-4%	5%	1%	-2%	5%	7%	1%
COc1ccc(O)c(CN2CCN(CCc3ccccc3)C(CCO)C2)c1 (configuration not stated)	36%[10 µM]	u	2%	-9%	-13%	-1%	-12%	-6%
CC1(C)C2CCC1(CS(=O)(=O)NC1CCCC1)C(=O)C2 (configuration not stated)	-41%[inhibitor]	-11%	-4%	-8%	3%	5%	-6%	-2%
CCOc1ccc(OCCOc2cccc(C(F)(F)F)c2)cc1	18%	5%	2%	-15%	-1%	2%	-6%	8%
CCOC(=O)C1CCN(C(=S)Nc2ccccc2)CC1	-18%[10 µM]	17%	-11%	-11%	5%	8%	-9%	8%
COc1cccc2cc(C(C)N(CCCN3CCOCC3)C(=O)Nc3ccccc3)oc12 (configuration not stated)	-9%	-6%	-8%	-11%	-1%	-2%	-9%	0%
CCCNc1nc2c(c(=O)[nH]c(=O)n2C)n1CCc1ccccc1	4%[10 µM]	3%	1%	-6%	-5%	-1%	-1%	-1%
O=C(NN=C1C2CC3CC(C2)CC1C3)c1cccc(S(=O)(=O)N2CCOCC2)c1	0%[10 µM]	-28%	11%	7%	0%	-4%	1%	-9%
NS(=O)(=O)c1ccc(CCNC(=S)NC2CCCCC2)cc1	0%[10 µM]	-3%	-6%	0%	x	0%	-10%	1%
CC(C)CN1C(=O)c2ccc(NC(=O)Cc3ccccc3)cc2C1=O	-15%	u	-2%	14%	-12%	1%	6%	6%
CC(C)c1ccc(NC(=O)C2CC(=O)N=C(N)S2)cc1 (configuration not stated)	-6%	-1%	4%	-10%	-4%	-6%	-4%	4%
CCOC(=O)NC1(NCC(C)C)Oc2ccccc2O1	-40%[inhibitor]	u	-15%	u	-3%	-4%	u	0%
COc1ccc(-n2c(SC3CCOC3=O)nc3ccccc32)cc1 (configuration not stated)	-8%	1%	2%	-8%	-4%	0%	-12%	0%
O=C(COCC(=O)N1CCOCC1)N1CCOCC1	-3%	6%	5%	-4%	-1%	x	-3%	5%
Cc1ccc(-c2nnn(CC(=O)NCC3COCCO3)n2)o1 (configuration not stated)	-2%	4%	4%	4%	7%	-14%	9%	4%
Cc1cc(NC(=O)CCC(=O)N(c2ccc(F)cc2)C(C(=O)NC2CCCC2)c2ccc(C)o2)no1 (configuration not stated)	10%[10 µM]	8%	-5%	-2%	12%	-10%	-6%	-4%
O=C(Nc1cccnc1)/C(N=Nc1cccnc1)=C(\O)c1ccccc1	3%[10 µM]	-9%	16%	u	u	4%	-12%	1%
CC(NC(=O)c1cc(=O)[nH]c2ccccc12)c1ccccc1 (configuration not stated)	x	-1%	4%	0%	3%	3%	4%	3%
COc1ccc2c(c1)Cc1sc(NC(C)=O)nc1-2	-22%	-3%	u	32µM*	-5%	-9%	u	-2%
COc1ccc(CCNC(=O)Cn2c(=O)c3cccn3c3ccccc32)cc1OC	x	6%[76.3 µM]	14µM*	-6%	x	x	u	x
O=C(c1ccccc1-c1ncc[nH]1)N1CCc2c([nH]c3ccccc23)C1c1ccccn1 (configuration not stated)	-30%[inhibitor]	-7%	-9%	-17%	1%	5%	-7%	2%
COc1ccc(C2C(C#N)=C(N)OC3=C2C(=O)CC(C)(C)C3)cc1Cn1cc([N+](=O)[O-])cn1 (configuration not stated)	-9%[1.9 µM]	-2%	5%	3%	-2%	6%	-1%	-1%
O=[N+]([O-])c1ccc(OCc2cnc(Cl)s2)cc1	-21%	4%	-6%	u	4%	2%	-14%	2%
O=[N+]([O-])c1ccc(N2CCN(S(=O)(=O)c3ccccc3)CC2)c2cccnc12	27%[10 µM]	-6%	12%	-14%	-6%	-7%	-15%	-15%
Cc1cc(C)cc(-n2cc[nH]c2=S)c1	12%[0.074 µM]	8%	-1%	5%	5%	-4%	8%	-7%
O=C(Nc1ccc(CN2CCCCC2)cc1)c1ccc(Br)o1	-2%	-6%	-5%	7%	-2%	-5%	4%	-2%
CCCCC(CC)CNC(=O)C1CCC(CNS(=O)(=O)c2cccc3nsnc23)CC1 (configuration not stated)	x	-11%[76.3 µM]	-9%	u	x	x	-21%	x
Cc1ccc(NC(=O)C2CCC(CNc3c(N4CCC(C)CC4)c(=O)c3=O)CC2)cc1F (configuration not stated)	-8%[10 µM]	10%	-4%	x	x	13%	-3%	3%
COc1cccc(OC)c1C(=O)NCCSC1CCCCC1	-11%	2%	5%	6%	4%	-6%	-5%	6%
Cc1cc(C)c(S(=O)(=O)N(CC(=O)N2CCOCC2)C2CCCCC2)c(C)c1	-23%[0.074 µM]	6%	1%	-7%	-2%	-9%	0%	1%

In the list so far, these contain a thiophene ring, fused or not.
SMILES	HTT cytoprotect	GAA glycogen	Tau fibril FP	Tau ThT inhib	GAA inhib	aGlu spleen mod	Tau fluor cs	aGal spleen mod
Cc1ccc(N(CC(=O)Nc2ccc(Br)c(C)c2)S(=O)(=O)c2cccs2)cc1	x	15%[76.3 µM]	u	4%	x	x	u	x
O=C(Cn1cc2c(n1)CCCCC2)NCc1cccs1	-3%	-10%	-6%	-7%	x	-2%	-10%	5%

Reformatted bar-delimited: part of the list above.
Molecule | HTT cytoprotect | GAA glycogen | Tau fibril FP | Tau ThT inhib | GAA inhib | aGlu spleen mod | Tau fluor cs | aGal spleen mod
CC(NC(=O)c1cc(=O)[nH]c2ccccc12)c1ccccc1 (configuration not stated) | x | -1% | 4% | 0% | 3% | 3% | 4% | 3%
Cc1cc(C)c(S(=O)(=O)N(CC(=O)N2CCOCC2)C2CCCCC2)c(C)c1 | -23%[0.074 µM] | 6% | 1% | -7% | -2% | -9% | 0% | 1%
O=[N+]([O-])c1ccc(OCc2cnc(Cl)s2)cc1 | -21% | 4% | -6% | u | 4% | 2% | -14% | 2%
